Source: PubChem BioAssay (The Scripps Research Institute Molecular Screening Center)
ADAM10 inh: ADAM10 inhibition, QFRET primary screen; O14672; recombinant ADAM10, EDANS/DABCYL FRET peptide cleavage, 3 h; inhibition, % at 7 µM; hit rate 0.62% among 370,000; AID 720582;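 active means inhibition above a per-campaign cutoff equal to the mean of compounds falling between control-based bounds plus 3 SD, cut at about 20% in these data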;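 further: 0% = DMSO wells while the 100% control is not disclosed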
Tn6 DDE FP: inhibitors of Tn6 peptide binding to human fibrin DD(E); P02675; Fibrin DD(E) TRITC-Tn6 fluorescence polarization displacement; inhibition, % at 8.3 µM; hit rate 0.21% among 370,000; AID 720509;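 active means inhibition above a per-campaign cutoff: mean of compounds within control limits plus 3 SD, cut at about 15% in these data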;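 further: 0% = median of all compound wells on the plate and 100% = blocking peptide control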
ARFGAP1 inh: rat ARFGAP1 inhibition | Arfgap1-stimulated ARF1 GTP hydrolysis, GDP FP detection | inhibition, % at 16.5 µM | hit rate 0.26% among 360,000 | AID 651572;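 active means inhibition above a per-plate limit, mean inhibition of low control wells plus 3 SD, cut at about 25% in these data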;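 further: 0% = DMSO wells with enzyme and 100% = wells lacking Arfgap1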
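Assay system: purified rat His6-Arfgap1 residues 1-136 (GAP domain); Reagent: human Δ17 ARF1 bound to GTP; Dosing: 16.5 µM single point, 1.26% DMSO; Times: GTP hydrolysis reaction 2 h at 25 °C; Signal: FP, GDP Alexa 633 tracer displaced from anti-GDP antibody, 620/688 nm; Measure: % inhibition from polarization.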
LEDGF integ inh: blocks HIV-1 LEDGF/p75-dependent DNA integration | TR-FRET IN-LEDGF/p75 DNA integration, Eu/Cy5 | inhibition, % at 3.7 µM | hit rate 0.64% among 370,000 | AID 743269;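 active means inhibition above the screen-wide mean plus 3 SD, cut at about 13% in these data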;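 further: signal is the Cy5 over europium emission ratio at 671 and 618 nm; 0% = plate median of compound wells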
PLCg1 inh: PLC-gamma1 (human) inhibition, primary screen; inhibition, % at 12.2 µM; hit rate 0.84% among 370,000; P19174; purified PLC-gamma1, fluorogenic substrate, fluorescence; AID 720700; in the data active means inhibition above about 9.5%
Target sequence (P19174 whole entry, looked up): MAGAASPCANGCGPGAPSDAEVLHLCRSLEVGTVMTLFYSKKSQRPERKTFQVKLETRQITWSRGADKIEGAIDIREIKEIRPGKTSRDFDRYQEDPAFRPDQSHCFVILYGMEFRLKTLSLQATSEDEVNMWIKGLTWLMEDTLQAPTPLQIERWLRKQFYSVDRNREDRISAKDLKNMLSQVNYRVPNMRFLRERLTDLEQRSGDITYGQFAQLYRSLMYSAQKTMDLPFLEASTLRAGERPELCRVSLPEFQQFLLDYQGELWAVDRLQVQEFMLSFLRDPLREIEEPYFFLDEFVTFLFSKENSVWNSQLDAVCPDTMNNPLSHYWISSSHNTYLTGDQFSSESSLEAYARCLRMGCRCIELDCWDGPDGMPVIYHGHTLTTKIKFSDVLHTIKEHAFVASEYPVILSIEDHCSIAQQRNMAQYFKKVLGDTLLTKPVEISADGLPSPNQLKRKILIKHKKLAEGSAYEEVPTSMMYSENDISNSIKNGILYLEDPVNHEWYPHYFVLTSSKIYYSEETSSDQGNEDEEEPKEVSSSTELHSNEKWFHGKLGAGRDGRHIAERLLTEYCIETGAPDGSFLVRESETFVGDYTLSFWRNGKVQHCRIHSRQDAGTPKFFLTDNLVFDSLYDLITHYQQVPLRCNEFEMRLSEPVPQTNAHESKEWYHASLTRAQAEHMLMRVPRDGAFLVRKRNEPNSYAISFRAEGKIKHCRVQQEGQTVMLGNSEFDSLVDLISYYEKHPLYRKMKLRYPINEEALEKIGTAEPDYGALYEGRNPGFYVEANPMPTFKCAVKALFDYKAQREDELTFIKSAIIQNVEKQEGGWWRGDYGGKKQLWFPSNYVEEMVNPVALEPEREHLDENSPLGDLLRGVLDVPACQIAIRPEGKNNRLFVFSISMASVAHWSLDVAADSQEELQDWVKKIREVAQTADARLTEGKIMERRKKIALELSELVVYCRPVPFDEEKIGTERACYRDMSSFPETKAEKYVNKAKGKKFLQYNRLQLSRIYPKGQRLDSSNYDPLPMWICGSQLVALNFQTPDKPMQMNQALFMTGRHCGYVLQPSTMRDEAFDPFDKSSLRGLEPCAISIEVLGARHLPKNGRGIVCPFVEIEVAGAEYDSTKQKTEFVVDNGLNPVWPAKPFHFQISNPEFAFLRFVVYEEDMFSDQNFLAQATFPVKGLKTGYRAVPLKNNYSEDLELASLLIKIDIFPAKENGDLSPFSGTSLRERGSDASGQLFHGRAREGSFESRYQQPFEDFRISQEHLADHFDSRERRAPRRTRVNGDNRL
KLK7 zymogen act: activates the human kallikrein-7 zymogen | P49862 | purified proKLK7, EDANS-DABCYL substrate fluorescence; 100% is mature enzyme control, 0% vehicle | activation, % at 7 µM | hit rate 0.9% among 370,000 | AID 652039;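 active means activation above the mean of all tested compounds plus 3 SD, computed per campaign excluding outliers beyond control limits, cut at about 13% in these data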
ADAM17 inh: ADAM17 inhibition, QFRET primary screen. P78536. recombinant ADAM17, EDANS/DABCYL FRET peptide cleavage. inhibition, % at 6.95 µM. hit rate 0.83% among 370,000. AID 720648;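 active means inhibition above the mean of compounds lying between control limits plus 3 SD, set per campaign, cut at about 8.5% in these data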;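 further: 0% = DMSO-only wells as the low control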
ASAP1 GAP inh: inhibitors of human ASAP1 ArfGAP activity; hit rate 0.19% among 360,000; Q9ULH1; AID 624377; inhibition, % at 16.5 µM; ASAP1-stimulated ARF1 GTP hydrolysis, GDP FP detection; in the data active means inhibition above about 25%;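 further: 0% = vehicle with enzyme and substrate and 100% = no enzyme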
TDP2 inh: blocks human TDP2 phosphodiesterase activity. recombinant TDP2, T5PNP hydrolysis, p-nitrophenol absorbance 415 nm. inhibition, % at 12.8 µM. hit rate 0.34% among 370,000. O95551;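 active means inhibition above the mean of all tested compounds plus 3 SD, set per campaign, cut at about 25% in these data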;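 further: 0% = DMSO with enzyme and 100% = buffer with substrate but no TDP2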
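Incubation: 2 h at 37 °C; Test system: recombinant human TDP2; Quantity: enzyme 120 nM; Read-out basis: percent inhibition; Medium: 50 mM Tris-HCl pH 7.5 with Mg2+, KCl, DTT, BSA; Repeats: single replicate; Compound: 12.8 µM single point, 1% DMSO; Signal: epi absorbance; Reagent: 5 mM T5PNP chromogenic substrate; Benchmarks: no-enzyme high, DMSO-plus-enzyme low.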
DDE Tn7 FP inh: disrupts Tn7 cyclic peptide binding to fibrin D-Dimer-E complex; P02675; inhibition, % at 8.3 µM; FP displacement of FITC-Tn7 peptide from fibrin DD(E); 0% = median of compound wells per plate; hit rate 0.13% among 370,000;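 active means inhibition above the mean of compounds falling within the control limits plus 3 SD of them, cut at about 14% in these data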;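 further: 0% = plate median of compound wells and 100% = 10 µM Aha-Tn7 peptide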
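System: human fibrin DD(E); quantity: Fibrin-DD(E) at 2 µM final; also added: fluorescent Tn7 probe at 0.1 µM; compound dosing: single nominal test concentration of 8.3 µM per compound; schedule: 10 min preincubation, 3 h with tracer, room temperature; detection: fluorescence polarization of the labelled Tn7 tracer; repeats: one replicate per compound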
* marks the source's active call; other numbers are inactive results; i = inactive; · = no result given.

SMILES	ADAM10 inh	Tn6 DDE FP	ARFGAP1 inh	LEDGF integ inh	PLCg1 inh	KLK7 zymogen act	ADAM17 inh	ASAP1 GAP inh	TDP2 inh	DDE Tn7 FP inh
O=C(Nc1ccc(F)cc1F)N1CCC(c2nc3ccccc3o2)CC1	-6	0	-6	0	-4	-0.2	0	-4	6	5
CCc1c(-c2cccc(Br)c2)ncn1Cc1cccc(-c2ccccc2)c1	-8	0	11	0	3	0.6	-3	1	-1	9
Cc1cc(C)n(-c2ccc(Cl)c(C(=O)O)n2)n1	0	-9	-1	-4	-3	-0.3	0	7	-1	5
Cc1cn([C@H]2C[C@H](O)[C@@H](CNC(=O)[C@@H]3CCCN3Cc3ccccc3)O2)c(=O)[nH]c1=O	-14	3	-1	-2	-1	0.0	-3	0	3	0
CN(CC(=O)Nc1ccc(N2CCOCC2)cc1)C(=O)c1cc(F)c(F)cc1Cl	0	3	-4	-2	-1	0.2	-2	0	13	-1
COc1cc(CNCCCN2CCOCC2)ccc1OCC(=O)Nc1cccc(C(F)(F)F)c1	11	2	9	5	6	-0.1	5	-8	-21	0
CC(C)C(c1nnnn1C1CCCC1)N1CCc2ccccc21 (configuration not stated)	5	4	4	-2	1	0.2	0	-7	-13	1
Cc1nc(OCC(=O)c2ccc(Cl)cc2)c(C#N)c2c1COC(C)(C)C2	8	1	4	2	-1	0.4	-3	0	8	0
COC(=O)C1=C(C)N(c2ccc(C)cc2)/C(=C/c2cccs2)C1=O	3	5	-1	-1	4	-0.6	0	-1	-6	-5
O=C(NCCC1=CCCCC1)C1CCC(CNc2nc(=S)[nH]c3ccccc23)CC1 (configuration not stated)	3	2	-18	1	-1	0.3	-5	8	2	-1
COc1ccc(OC)c(-n2c(=O)c3ccccc3c3ccccc3c2=O)c1	2	1	-1	0	1	-0.4	-2	7	7	4
Cc1cc(F)ccc1S(=O)(=O)Nc1ccccc1C(=O)Nc1ccccc1N1CCOCC1	8	0	-6	0	-9	0.3	0	-5	-1	2
CC(C)c1nc2ccccc2n1CCC(=O)O	2	3	4	-5	-1	-0.3	1	5	-2	4
CCN(Cc1cnn(C)c1)C(=O)c1ccc2nc(Cc3cccc(Cl)c3)oc2c1	-2	-10	-4	3	3	0.1	-4	2	2	-5
COc1cc(C(=O)Nc2ccc(Cl)c(C(F)(F)F)c2)cc(OC)c1OC	18	-3	13	-2	-3	-0.1	7	-2	-18	0
COc1cccc(CNC(=O)CCN2C(=O)[C@@H]3Cc4ccccc4CN3C2=O)c1	-5	2	2	-1	1	0.2	-1	-11	-9	8
O=C(COC(=O)/C=C/c1cccc([N+](=O)[O-])c1)Nc1ccc(Cl)cn1	-4	-1	8	0	-1	0.3	-2	-4	11	2
O=C(CCS(=O)(=O)c1ccccc1)NC1CCCCC1	-8	-3	-5	-2	3	0.6	-2	3	-7	-5
CCOc1ccc(-c2n[nH]c(C(=O)NN)c2C)cc1	-6	-1	-5	-5	-1	0.6	-1	2	-5	1
O=C(c1ccccc1)c1cccn1CC(=O)N1CCc2ccccc2C1	-4	-3	4	-2	-2	-0.2	5	-22	4	-7
NC(=O)N/N=C/c1cn(CC(=O)Nc2ccc(F)cc2)c2ccccc12	1	2	6	4	-45	0.2	0	-9	6	5
CCC(=O)Nc1cccc(C2=NOC3(C2)C[C@H](C(N)=O)N(C(=O)c2ccc(Cl)cc2)C3)c1 (some centres not stated)	0	-11	-1	4	0	-0.4	5	12	-6	0
Cc1cccc(C(=O)NC(NCc2ccco2)C(Cl)(Cl)Cl)c1 (configuration not stated)	-2	-8	4	0	0	-0.4	-5	7	3	7
O=C(CSc1nnc(CNC(=O)c2ccco2)o1)c1ccccc1	3	2	0	1	0	-0.4	-6	5	11	0
CCCC(C(=O)NCc1ccco1)N(C(=O)CNS(=O)(=O)c1ccccc1)c1ccccc1OC (configuration not stated)	0	-8	8	-1	-11	0.4	-1	-7	12	-1
O=C(Nc1ccc(Cl)cc1)N1CCCN(c2ccc(C(F)(F)F)cc2[N+](=O)[O-])CC1	3	8	15	-4	2	0.4	3	7	-3	5
COc1cc(C2C(C#N)=C(N)Oc3cc(C)oc(=O)c32)ccc1OC(=O)N1CCOCC1 (configuration not stated)	-4	-5	-5	0	0	0.3	-1	-1	17	2
COc1ccc(C2C(C(=O)N3CCCCC3C)CC(=O)N2c2ccc(OC)cc2)cc1 (configuration not stated)	-12	7	·	-3	-1	-0.1	0	·	-1	0
Cc1cccc(N2CCN(C(=O)c3cc(S(=O)(=O)N(C)C)ccc3N3CCCC3)CC2)c1C	0	2	1	1	1	-0.7	-1	-8	8	1
CN(C)/C(CN1CCN(C=O)CC1)=C1\N=C(c2ccccc2)OC1=O	1	-5	-7	-2	2	-0.4	-3	9	4	-4
CCCC(c1nnnn1C(C)(C)CC)N(Cc1ccco1)Cc1cc2ccc(OC)cc2[nH]c1=O (configuration not stated)	i	-1	3	0	-392	19*	-185	-16	2	5
Cc1cccc(C)c1NC(=O)NC1(C(=O)NCCCN2CCOCC2)CCCCC1	2	-6	-2	0	2	0.3	1	8	0	-2
CN(Cc1ccccc1)C(=O)c1cccc(NC(=O)Cc2ccc(NC(=O)C3CCN(C(=O)CCc4ccccc4)CC3)cc2)c1	12	-1	5	0	-1	-0.3	5	-12	5	-5
COc1ccc(OCCCC(=O)Nc2cccc([N+](=O)[O-])c2)cc1	-2	7	-4	4	0	-0.1	-3	0	-2	2
COC(=O)c1ccccc1NC(=O)c1cc2n(n1)C(C(F)F)CC(C(F)F)N2 (configuration not stated)	4	-4	4	-2	1	-0.1	-2	9	10	0
COc1ccc2oc(C(=O)N3CCN(S(=O)(=O)c4ccc(F)cc4)CC3)c(C)c2c1	-29	-8	1	-4	-8	-0.5	-7	-6	-10	4
COc1ccc(N(CC(=O)Nc2cc(Cl)ccc2OC)S(=O)(=O)c2c(C)noc2C)cc1	18	0	2	1	2	0.8	7	-4	6	2
CCCCN1C(=O)C(=O)NC[C@@H]1Cc1ccc(O)cc1	-6	2	6	3	-1	-0.1	-3	2	1	-2
Cc1cc(Nc2ccccc2)n(C(=O)c2ccc(N)cc2)n1	21*	-9	9	-2	-3	-0.8	8.6*	4	-19	-4
CC(C)(C)c1cc[n+](/C(C(=S)NC2CC2)=C(/[O-])c2ccc(Cl)s2)cc1	-9	2	-3	-4	-3	-0.1	-3	7	2	-2

3 compounds picked at random from the list so far, as already listed:
SMILES	ADAM10 inh	Tn6 DDE FP	ARFGAP1 inh	LEDGF integ inh	PLCg1 inh	KLK7 zymogen act	ADAM17 inh	ASAP1 GAP inh	TDP2 inh	DDE Tn7 FP inh
Cc1cccc(C(=O)NC(NCc2ccco2)C(Cl)(Cl)Cl)c1 (configuration not stated)	-2	-8	4	0	0	-0.4	-5	7	3	7
Cc1cn([C@H]2C[C@H](O)[C@@H](CNC(=O)[C@@H]3CCCN3Cc3ccccc3)O2)c(=O)[nH]c1=O	-14	3	-1	-2	-1	0.0	-3	0	3	0
Cc1cc(Nc2ccccc2)n(C(=O)c2ccc(N)cc2)n1	21*	-9	9	-2	-3	-0.8	8.6*	4	-19	-4

New compounds follow
SMILES	ADAM10 inh	Tn6 DDE FP	ARFGAP1 inh	LEDGF integ inh	PLCg1 inh	KLK7 zymogen act	ADAM17 inh	ASAP1 GAP inh	TDP2 inh	DDE Tn7 FP inh
CCOCCOC(=O)NCCCCCCNC(=O)OCCOCC	1	-9	-5	2	3	0.0	0	10	5	-6
NC(=O)NC(CC(=O)OCC(=O)NC(=O)NCc1ccco1)c1ccc(Cl)cc1 (configuration not stated)	8	-1	1	1	4	0.0	-1	-2	-4	5
O=C(c1ccc(Cn2c(=O)[nH]c3ccccc3c2=O)cc1)N1CCN(c2ccc(Cl)cc2)CC1	-2	4	4	0	0	-0.1	3	-6	8	1
CCC(=O)c1cn(CC(=O)Nc2c(C)cccc2C)c2ccccc12	0	-8	-10	-3	0	-0.8	-4	5	0	2
Cc1ccccc1N1CC(C(=O)Nc2ccc(S(=O)(=O)N3CCOCC3)cc2)CC1=O (configuration not stated)	7	-4	-2	1	-1	0.5	1	-4	15	0
CC(=O)c1cccc(NC(=O)Nc2ccc3c(c2)N(C)C(=O)CS3)c1	0	-9	15	0	0	0.1	2	15	-1	4
CCCCn1c(N)c(N(CC(C)C)C(=O)c2ccc(-c3ccc([N+](=O)[O-])cc3)o2)c(=O)[nH]c1=O	6	-7	-8	3	-6	-0.1	-1	-2	-16	-6
CC(=O)Nc1cccc(Nc2nc(-c3ccccc3F)nc3ccccc23)c1	-19	-5	10	3	-159	0.8	-6	5	-3	2
Cc1ccc2cc(CCNS(=O)(=O)c3ccc(Br)cc3)c(=O)[nH]c2c1C	-9	3	-7	3	3	-0.2	-5	4	3	2
CC(C)(C)NC(=O)CSc1nnc(-c2ccccn2)n1-c1ccccc1	0	-2	7	1	-1	0.4	3	9	1	8

2 of the compounds above, with values under each structure:
Under each structure: ADAM10 inh	Tn6 DDE FP	ARFGAP1 inh	LEDGF integ inh	PLCg1 inh	KLK7 zymogen act	ADAM17 inh	ASAP1 GAP inh	TDP2 inh	DDE Tn7 FP inh
O=C(c1ccc(Cn2c(=O)[nH]c3ccccc3c2=O)cc1)N1CCN(c2ccc(Cl)cc2)CC1
  -2	4	4	0	0	-0.1	3	-6	8	1
CCC(=O)c1cn(CC(=O)Nc2c(C)cccc2C)c2ccccc12
  0	-8	-10	-3	0	-0.8	-4	5	0	2
